GPR55 antagonists – GPR55 antagonists blocking LPI-driven arrestin recruitment, primary screen, imaging, U2OS, beta-arrestin-GFP, LPI agonist (AID 2013) | U2OS GPR55 beta-arrestin-GFP translocation imaging, LPI antagonism; higher % means a stronger effect | inhibition, % at 10 µM; hits with a dose series show IC50 in µM | 290,000 tested, 0.13% active;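 active means spots per cell inhibited over 60%, with over 100 cells counted and total cytoplasm intensity under 500,000; inconclusive means wells with under 100 cells, flagged as likely toxic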;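 further: U2OS cells stably carrying GPR55 and arrestin-GFP stimulated by 5 µM LPI near EC80; imaged beta-arrestin-GFP aggregate spots per cell after agonist stimulation; plate controls were LPI-stimulated DMSO wells for no effect and DMSO wells without LPI for full effect; some results filed as inactive read as strong as hits; confirmed hits need IC50 under 10 µM and bright autofluorescent wells are also inconclusive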
HIV fusion peptide – inhibitors of HIV fusion peptide binding, primary screen, biochemical, uHTS, fluorescence dequenching (AID 1986). cell-free peptide binding, fluorescence dequenching, 30 min; higher % means a stronger effect. one-dose inhibition, % at 20 µM; IC50 in µM for titrated hits. 290,000 tested, 0.3% active; in the data active means inhibition mostly above about 52%, no sharp cut-off; inactive means mostly below about 76%; further: some results filed as inactive read as strong as hits
LYP phosphatase – inhibitors of LYP phosphatase, biochemical, fluorescence intensity, uHTS (AID 1779); recombinant LYP phosphatase, fluorescence intensity; higher % means a stronger effect; inhibition, % at 11.5 µM; hits with a dose series show IC50 in µM; 290,000 tested, 0.054% active; in the data active means inhibition above about 50%;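 further: plate controls were vehicle with enzyme for no effect and no enzyme for full effect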
MgcRacGAP inhibition – MgcRacGAP GTPase-activating activity inhibitors, confirmation, biochemical, ADP Hunter fluorescence. AID 624330, 2012. inhibition, % at 30 µM; hits with a dose series show IC50 in µM. Rac GTPase-activating protein 1 (Homo sapiens). MgcRacGAP-stimulated Rac1 GTP hydrolysis, ADP Hunter fluorescence; higher % means a stronger effect; GST-tagged Rac1 F28L mutant substrate. 340,000 tested, 0.6% active;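 active means first-screen hits whose inhibition reached a set limit at any dose in the follow-up dose series; inconclusive means inhibition above the set first-screen limit but never retested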;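 further: fluorescence reports GDP produced by GAP-driven GTP hydrolysis; strong numbers were not always called active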
SIAH1 antagonists – Siah-1 peptide-binding antagonists, primary screen, biochemical, fluorescence polarization, rhodamine-plectin, uHTS (AID 1817); E3 ubiquitin-protein ligase SIAH1 (Homo sapiens); Siah-1 / rhodamine-plectin peptide fluorescence polarization; higher % means a stronger effect; one-dose displacement, % at 20 µM; IC50 in µM for titrated hits; 290,000 tested, 0.02% active;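 active means displacement of at least 50% at 20 µM, with a fluorescence ratio check between 0.3 and a set limit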;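 further: plate controls were Siah plus tracer with DMSO for no effect and tracer alone without Siah for full effect; strong numbers were not always called active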
PhoP inhibition – inhibitors of PhoP regulon expression, primary screen, Salmonella Typhimurium, GFP reporter (AID 1863). inhibition, % at 50 µM; hits with a dose series show IC50 in µM. 300,000 tested, 0.16% active. S. Typhimurium PhoP-regulated promoter GFP reporter, 4 h; higher % means a stronger effect;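 active means inhibition over 29.93%, a cutoff 3 SD above the screen mean, later confirmed by dose response; inconclusive means inhibition over 29.93% but no dose response follow-up; inactive means inhibition at most 29.93% or unconfirmed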;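 further: 0% = low Mg2+ inducing control and 100% = high Mg2+ repressing control; strong numbers were not always called active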
Myeloid diff 2 – induction of myeloid progenitor differentiation, primary screen, cell-based, flow cytometry, MLPCN library. ER-HoxA9 myeloid progenitors, lysozyme-GFP differentiation. calls only at 10 µM. 360,000 tested, 1% active;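 active means normalized GFP-positive differentiation at or above the plate's own cutoff, the solvent-only control mean plus 3 SD; inconclusive means no clear call, values can overlap the other calls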;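 further: cells exposed to compound for four days before flow analysis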
GPR35 antagonists – GPR35 antagonists blocking zaprinast-driven arrestin recruitment, primary screen, imaging, U2OS, beta-arrestin-GFP, zaprinast agonist (AID 2058) | G-protein coupled receptor 35 (Homo sapiens) | U2OS GPR35 beta-arrestin-GFP translocation imaging, zaprinast antagonism; higher % means a stronger effect | inhibition, % at 10 µM; hits with a dose series show IC50 in µM | 290,000 tested, 0.052% active;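 active means inhibition of at least 50% with at least 30 cells and total cytoplasm GFP at most 10,000,000; inconclusive means under 30 cells or total GFP of 10,000,000 plus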
NTR1 agonist – agonists of NTR1, primary screen, imaging, U2OS cells, beta-arrestin-GFP, high content (AID 493036). Neurotensin receptor type 1 (Homo sapiens), P30989. NTR1-U2OS beta-arrestin-GFP spot imaging, agonist mode. activation, % at 20 µM. 330,000 tested, 0.17% active;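 active means activation at or above 40% of the spot to cytoplasm intensity ratio, with at least 20 cells analyzed; inconclusive means wells under 20 cells, flagged as cytotoxic or low count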;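 further: 0% = DMSO without peptide and 100% = 100 nM NTR1 peptide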
Target sequence (P30989 whole entry, looked up): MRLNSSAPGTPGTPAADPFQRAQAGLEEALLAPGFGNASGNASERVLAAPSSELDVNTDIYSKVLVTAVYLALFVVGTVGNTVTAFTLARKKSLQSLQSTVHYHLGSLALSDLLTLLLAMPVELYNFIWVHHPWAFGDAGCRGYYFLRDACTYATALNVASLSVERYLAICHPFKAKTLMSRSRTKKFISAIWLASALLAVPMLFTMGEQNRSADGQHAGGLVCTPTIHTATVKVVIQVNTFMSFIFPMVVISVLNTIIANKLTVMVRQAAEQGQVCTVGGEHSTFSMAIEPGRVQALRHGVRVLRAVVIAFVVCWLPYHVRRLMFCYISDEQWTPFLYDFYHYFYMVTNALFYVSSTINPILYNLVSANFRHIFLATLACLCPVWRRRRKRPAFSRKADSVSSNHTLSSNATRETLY
NTR1 agonist cell count 20 µM – further read-out of NTR1 agonist, marked with its call; cell count; measured here: cell count, cytotoxicity flag
Myeloid diff 2 GFP+ MAC1+ % – recorded beside Myeloid diff 2, whose call it bears; GFP+ MAC1+ double positive, %; measured here: differentiation confirmed by MAC1 staining
* hit, by the source's call; i = inactive; ? = inconclusive; · = no result given; + = active, no number.

SMILES	GPR55 antagonists	HIV fusion peptide	LYP phosphatase	MgcRacGAP inhibition	SIAH1 antagonists	PhoP inhibition	Myeloid diff 2	Myeloid diff 2 GFP+ MAC1+ %	GPR35 antagonists	NTR1 agonist	NTR1 agonist cell count 20 µM
Cc1cccc2cc(CN(Cc3ccc4c(c3)OCO4)Cc3nnnn3C3CCCC3)c(=O)[nH]c12	8%	-3.7%	-1%	10%	2%	13%	i	0.5	4%	2.1	54
Cc1ccc(Cc2cnc(N3C(=N)SC(C)C3=O)s2)cc1 (configuration not stated)	16%	7.6%	2%	8%	6%	-4%	i	0.6	0%	3.7	64
CC[C@H](C)[C@@H]1NC(=O)c2cc([N+](=O)[O-])cc(F)c2NCCCC[C@@H](C(N)=O)NC(=O)[C@H](CC(N)=O)NC1=O	-5%	2.3%	-4%	16%	6%	0%	i	0.9	-9%	0.7	99
CCN(CC)C(=O)C1CCCN(Cc2ccc3c(c2)OCO3)C1 (configuration not stated)	-21%	-1.6%	-9%	41%	-1%	8%	i	1.3	-22%	-0.9	51
COCc1ccc(C(=O)N2CCCC(N3CCN(c4ccc(F)cc4)CC3)C2)o1 (configuration not stated)	7%	0.3%	-7%	10%	2%	7%	i	0.4	9%	1.8	52
Fc1ccccc1N1CCN(Cc2cc(-c3ccccc3)on2)CC1	12%	-1.2%	-6%	7%	3%	·	i	0.9	-14%	0.2	79
CCn1c(NC(C)=O)c(-c2ccccc2Cl)c(=O)c2ccccc21	6%	1.0%	-4%	-6%	2%	8%	i	0.6	5%	0.5	91
CCCCC(=O)Nc1cnc(NC(=O)c2cccs2)cc1C	1%	-0.4%	-9%	-1%	2%	0%	i	0.6	-5%	-1.7	65
O=C(CN1CCN(c2ccccc2)CC1)N1CCc2ccccc21	3%	-0.3%	2%	10%	-1%	-10%	i	0.4	-7%	0.6	49
Cc1ccc(NC(=O)C2=CC(c3ccc(C)cc3)=NS(=O)(=O)N2C)cc1	3%	0.3%	-3%	7%	0%	·	i	2.4	8%	-0.4	39
CC(=O)Nc1ccc(NS(=O)(=O)c2cc(-c3n[nH]c(=O)c4ccccc34)ccc2C)cc1	15%	-1.0%	-7%	-6%	-2%	-7%	i	0.1	12%	3.5	48
Cc1c(NC(=O)C(C)OC(=O)COc2ccccc2)c(=O)n(-c2ccccc2)n1C (configuration not stated)	12%	-0.2%	-4%	2%	10%	5%	i	0.9	-5%	2.9	74
O=C(NNC(=O)c1ccccc1F)c1cccs1	9%	0.5%	-5%	-14%	-4%	-3%	?	·	-9%	-0.1	63
Cc1cccc(NC(=S)NCCC(C)C)c1	16%	-2.7%	0%	6%	-5%	-5%	i	0.4	-19%	-0.7	73
COc1cc(NC(=O)c2ccccc2)c(OC)cc1NC(=O)CSc1[nH]c(=O)cc(C)c1C#N	-7%	-3.3%	-9%	9%	-6%	13%	i	1.9	-10%	-0.2	50
O=C(Nc1cccc(-c2cnc3ccccc3n2)c1)C1CC(=O)N(c2ccccc2)C1 (configuration not stated)	24%	10%	-5%	7%	2%	4%	i	0.6	-10%	2.7	59
O=C(NCCC1CCCCN1S(=O)(=O)c1ccccc1)C(=O)NCc1ccncc1 (configuration not stated)	·	·	·	1%	·	-3%	i	0.2	·	0.1	62
O=C(N/C(=C/c1cccs1)C(=O)N1CCCCCC1)c1ccccc1	5%	0.0%	0%	11%	1%	-7%	i	11	14%	0.9	75
Cn1nnnc1SCC(=O)N1CCN(Cc2ccccc2)CC1	6%	-1.5%	-6%	4%	-1%	4%	i	0.4	3%	-1.4	59
Cc1cccc(-n2cc3c(=O)n(C)c(=O)n(C)c3c2)c1	1%	-0.5%	-7%	·	-3%	12%	i	0.2	-3%	-0.9	27
COc1cc(CNc2ccc(N3CCCC3)cc2)ccc1OCc1ccccc1	-3%	-6.4%	6%	7%	-5%	8%	+	1.1*	-11%	·	·
CCn1c(=O)c(C(=O)NCc2ccccc2)c(O)c2ccccc21	1%	4.2%	-2%	8%	0%	4%	i	0.3	1%	5.5	46
CCC(C)NC(=O)C1CCCN(S(=O)(=O)c2ccc(-n3cnnn3)cc2)C1 (configuration not stated)	1%	2.1%	-2%	0%	-2%	-3%	i	0.7	6%	0.8	52
COc1cccc(/C=N/NC(=O)Cn2nc([N+](=O)[O-])cc2C)c1	-2%	0.0%	-8%	10%	-5%	-6%	i	0.2	-10%	1.1	56
CCN1CCN(CCCNC(=O)c2ccc(NC(=O)C3=CSCCO3)cc2)CC1	7%	1.3%	-3%	12%	4%	-8%	i	1.3	-1%	1.0	60
CCOc1ccc(CN(C(=O)c2oc3ccccc3c2C)C2CCS(=O)(=O)C2)cc1 (configuration not stated)	8%	6.6%	4%	3%	0%	3%	i	1.8	24%	3.7	70
Cc1ccc2oc(=O)c3cc(C(=O)NCCCN4CCc5ccccc5C4)sc3c2c1	13%	0.6%	2%	13%	-4%	2%	i	0.9	-5%	14	51
CCC1C(C#N)=C(SC)NC2=C1C(=O)CC(C)(C)C2 (configuration not stated)	4%	0.6%	-10%	4%	8%	-2%	i	0.9	3%	-0.3	63
COc1ccc(Br)cc1/C=C/C(=O)NCC(=O)O	6%	-1.1%	-6%	9%	2%	-1%	i	0.6	-1%	0.4	42
O=C(NC12CC3CC(CC(C3)C1)C2)c1ccccc1O	-1%	-4.6%	-4%	-9%	-1%	6%	i	3.8	8%	5.7	74
CCCCCCN=C(C)C1=C(O)C(C(=O)OC)C(C)(C)CC1=O (configuration not stated)	-2%	0.0%	-10%	11%	-7%	-9%	i	1.3	-3%	-0.5	44
COc1ccc(S(=O)(=O)N2CCCN(CC(=O)Nc3ccc(NC(C)=O)cc3)CC2)cc1	-3%	-1.1%	5%	-1%	-2%	-7%	i	1.5	-10%	0.6	60
CCC(=O)NCC(c1ccco1)N1CCN(c2ccc(OC)cc2)CC1 (configuration not stated)	3%	-0.4%	-3%	22%	4%	-4%	i	0.3	-13%	1.0	51
Cc1c(C)c(C)c(C(=O)CCc2cccc(NC(=O)CCC(=O)O)c2)c(C)c1C	17%	5.6%	-4%	7%	-1%	9%	i	0.2	-5%	3.0	46
CCN1C(=O)C(CC(=O)N2CCN(C(c3ccccc3)c3ccccc3)CC2)N(CC)C1=O (configuration not stated)	11%	3.6%	-6%	8%	2%	-4%	i	0.8	-11%	-0.9	66
NS(=O)(=O)c1ccc(NC(=O)COC(=O)c2cc([N+](=O)[O-])ccc2Cl)cc1	14%	0.3%	-5%	10%	7%	-9%	i	0.1	8%	3.0	43
O=C1C2C3C=CC(CC3)C2C(=O)N1c1cccc(C(F)(F)F)c1 (configuration not stated)	6%	-0.5%	-10%	7%	5%	-3%	i	0.3	2%	2.0	58
Cn1c2ccc(F)cc2c2ncn(CCN3CCOCC3)c(=O)c21	-10%	-2.8%	-6%	13%	5%	6%	i	0.4	-3%	-0.8	90
COc1ccc(C2=NC(CO)(CO)CO2)cc1	-11%	-0.5%	0%	-6%	7%	1%	i	0.1	-2%	-0.5	73
CC1=CC(=O)C(C(C)C)=CC1=NC(=O)c1ccc(C)cc1	-7%	-0.6%	-4%	2%	10%	-4%	i	0.1	0%	-0.3	43

Complete entries, looked up by structure. Values in the order: GPR55 antagonists	HIV fusion peptide	LYP phosphatase	MgcRacGAP inhibition	SIAH1 antagonists	PhoP inhibition	Myeloid diff 2	Myeloid diff 2 GFP+ MAC1+ %	GPR35 antagonists	NTR1 agonist	NTR1 agonist cell count 20 µM
Entry for Cc1cccc2cc(CN(Cc3ccc4c(c3)OCO4)Cc3nnnn3C3CCCC3)c(=O)[nH]c12 → 8%	-3.7%	-1%	10%	2%	13%	i	0.5	4%	2.1	54
Entry for CCOc1ccc(CN(C(=O)c2oc3ccccc3c2C)C2CCS(=O)(=O)C2)cc1 (configuration not stated) → 8%	6.6%	4%	3%	0%	3%	i	1.8	24%	3.7	70

Further entries follow.
SMILES	GPR55 antagonists	HIV fusion peptide	LYP phosphatase	MgcRacGAP inhibition	SIAH1 antagonists	PhoP inhibition	Myeloid diff 2	Myeloid diff 2 GFP+ MAC1+ %	GPR35 antagonists	NTR1 agonist	NTR1 agonist cell count 20 µM
COC(=O)C1=C(N)OC2=C(C(=O)CCC2)C1c1ccc2c(c1)OCO2 (configuration not stated)	-3%	0.3%	-7%	6%	6%	-2%	i	0.5	2%	0.9	58
Cc1ccc(-n2c3c(cc(C(=O)N4CCN(C)CC4)c2=O)C(=O)CC(C)(C)C3)cc1	0%	-2.0%	-2%	5%	1%	6%	i	0.9	-2%	0.3	79
COc1ccc(Nc2ccnc3ccccc23)cc1	-15%	-2.9%	-10%	4%	4%	24%	i	0.3	3%	-0.7	40
CC1(C)Cc2c(cnn2-c2ccccc2)C(=O)/C1=N\NC(=O)c1ccccc1O	-5%	1.5%	-1%	14%	-2%	-30%	i	1.1	-9%	2.7	46
CCC(C)N(C(=O)COc1ccc(NC(C)=O)cc1)C1CCS(=O)(=O)C1 (configuration not stated)	3%	1.7%	4%	6%	4%	-6%	i	0.3	-8%	-1.0	44
O=C1CSC(c2cccc(F)c2)N1c1ccccc1 (configuration not stated)	6%	-1.0%	-7%	6%	6%	3%	i	0.4	-14%	-1.3	68
COc1ccc(-c2ncc3ccccn23)cc1OC	-10%	2.6%	-4%	126µM*	4%	-1%	i	0.6	25%	3.0	35
CCOc1ncccc1C(=O)N1CCN(S(=O)(=O)c2ccc(Br)cc2Cl)CC1	3%	0.0%	1%	-6%	4%	-1%	·	·	6%	0.0	56
CC(=O)N1CCc2cc(S(=O)(=O)NCCCOC(C)C)ccc21	-5%	0.6%	-9%	2%	-1%	19%	i	0.8	10%	1.4	85
Cc1cc(C)c(NC(=O)C(=O)NCc2ccco2)c(C)c1	6%	-2.0%	-2%	2%	-3%	3%	i	0.0	5%	0.0	61
CC(C)(CNC(=O)c1cc(Cl)c(O)c(Cl)c1)N1CCCCC1	7%	-1.4%	-4%	-3%	6%	-4%	i	0.6	-7%	0.4	56
CSc1cccc(NC(=O)CCc2ccccc2)c1	2%	-1.7%	0%	5%	6%	3%	i	0.6	2%	-1.6	84
CCOC(=O)c1nsnc1NCCSC(=N)N	-3%	-0.5%	-3%	7%	-2%	24%	i	0.2	-4%	-1.6	83

Screening data (PubChem)

Rows are unselected (roughly 2.4% active in at least one column).
